# UDG counterscr: Primary qHTS assay for inhibitors of Activation Induced Cytidine Deaminase (AID): UDG Counterscreen signal. Uracil-DNA glycosylase. AID 1347430, 2020. 91,000 tested, 0.14% active. FRET deamination/UDG coupled assay, UDG read, 4 h. Potency, µM (doses to about 115 µM), inactives show at the highest dose activity change, negative = inhibition, actives largely listed as inhibitors; also: nearly all actives have a fitted effect of over 65% in size
# AID inhibitor: Primary qHTS assay for inhibitors of Activation Induced Cytidine Deaminase (AID): AID signal | AID deamination FRET fluorescence, UDG-coupled, 4 h | 91,000 tested, 0.32% active | Potency, µM (titrated, usually from 115 µM), without a hit: top-dose activity change, negative = inhibition, most hits filed as inhibitors | AID 1347428, 2020 | Single-stranded DNA cytosine deaminase (Homo sapiens), Q9GZX7; also: nearly all actives have a fitted effect of over 25% in size
# Target sequence (Q9GZX7 whole entry, looked up): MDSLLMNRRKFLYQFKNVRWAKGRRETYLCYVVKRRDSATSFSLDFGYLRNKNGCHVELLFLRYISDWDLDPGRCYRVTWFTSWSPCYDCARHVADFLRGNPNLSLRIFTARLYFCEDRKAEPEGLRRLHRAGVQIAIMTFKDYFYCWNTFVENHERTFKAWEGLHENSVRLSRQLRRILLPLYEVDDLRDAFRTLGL
# Numbers without * were called inactive; ? = inconclusive; & = joins results of further samples; [ ] = remark or other dose. Calls follow the shape of the dose curve; as a rule, active = well fitted curve in the direction sought with a large enough effect; inconclusive = small, poorly fitted or top-dose-only effect, or another doubt; inactive = no such curve, though single readings can be large; an effect the other way counts as inactive or inconclusive. % is scaled to controls: 0 for no effect and ±100 for the full control effect; potency is read from the fitted curve at half-maximal effect.
Structure	UDG counterscr	AID inhibitor
COc1ccccc1C1CC(=O)N(c2cccc(F)c2)C2=C1C(=O)OC2 (centres undefined)	0%	-1%
CCOc1ccc(C(CC(=O)Nc2ccc(CC)cc2)N2Cc3ccccc3C2=O)cc1OC (centres undefined)	34%[activator]	-12%
Cc1ccc(NC(=O)Cn2cc(S(=O)(=O)Cc3cccc(Cl)c3)c3ccccc32)cc1C	-2%	15%
COc1ccc(C(=O)Nc2c(C(=O)c3ccccc3)oc3ccccc23)cc1	3%	-13%
COc1ccc(CNc2oc(/C=C/c3ccc(F)cc3)nc2C#N)cc1	2%	2%
COc1ccc(/C=C/C(=O)Nc2nc3n(n2)C(c2ccccc2)C=C(c2ccc(Cl)cc2)N3)cc1 (centres undefined)	-4%	0%
Cc1cccc2c(=O)cc(CSc3ccccc3NC(=O)C(C)C)[nH]c12	?	50%[activator]
COc1ccc(Cl)cc1NC(=O)COC(=O)CC(C)(C)CC1=NS(=O)(=O)c2ccccc2N1	5%	14%

# (more compounds)
Structure	UDG counterscr	AID inhibitor
CCOC(=O)C1CCN(S(=O)(=O)c2cc3c4c(c2)C(C)C(=O)N4CCC3)CC1 (centres undefined)	0%	8%
C=CC[N+]1(CC#Cc2ccc(C#CC[N+]3(CC=C)CCOCC3)cc2)CCOCC1	-2%	-7%
Cc1ccc(NC(=O)CSc2nc3c(=O)[nH]cnc3n2C)cc1F	-6%	4%
CC(C)c1cc(=O)oc2cc(OS(=O)(=O)c3ccc4c(c3)OCCO4)ccc12	-1%	-7%
CC(C)CN(C(=O)c1nn(C)c(=O)c2ccccc12)c1nc2ccccc2s1	2%	-4%
O=c1c2ccc(Cl)cc2nc2n1CC/C2=C/c1cccc(O)c1	-2%	11%
COc1ccc(Cl)cc1NC(=O)CCc1nc(-c2ccccc2F)no1	-5%	?
CC(N)(CO)c1cccc(C(F)(F)F)c1 (centres undefined)	-4%	-1%

# Next part
Structure	UDG counterscr	AID inhibitor
COc1ccc(Br)cc1[C@@H]1Nc2ccc(C(=O)O)cc2[C@@H]2C=CC[C@@H]21	15%	61%[activator]
O=C(O)CC12CC3CC(CC(Cl)(C3)C1)C2	5%	8%
CCOCCCNCc1cccc(Cl)c1	5%	8%
CC1C(OC(=O)c2ccc(CS(C)(=O)=O)cc2)CC2CC1C2(C)C (centres undefined)	4%	2%
Cc1ccc(-c2cc(NC(=O)COc3ccc(Cl)cc3C)on2)cc1	-16%	10%
Cc1cccc(OCC(=O)N(Cc2ccc(N(C)C)cc2)Cc2ccco2)c1C	-18%	?
COc1ccc2cnn(CC(=O)Nc3cc(F)ccc3F)c(=O)c2c1OC	-1%	-2%
Cn1c(CN2CCOCC2)nc2cc(NC(=O)c3ccccc3[N+](=O)[O-])ccc21	-6%	12%

# Next section.
Structure	UDG counterscr	AID inhibitor
C[N+](C)(CC(=O)c1ccccc1)Cc1ccccc1	-7%	-7%
COc1ccc(C2CC(=O)Nc3c2ncn3-c2cccc(C(F)(F)F)c2)cc1OC (centres undefined)	0%	?
CNCc1ccc(OCc2cccc(Cl)c2)c(OC)c1	-2%	-2%
O=C(NCCC12CC3CC(CC(C3)C1)C2)c1cccs1	-5%	-18%
O=C(NCCc1ccccc1)c1ccc(CSc2nc3cccnc3n2Cc2ccccc2F)cc1	1%	7%
Cc1c(Cl)cccc1NC(=O)CSc1nc2ncccc2o1	-12%	-8%
CC(C)N(Cc1ccccc1)C(=O)Cn1ncc2c3ccccc3n(Cc3ccccc3)c2c1=O	-24%[57.5 µM]	?
COc1ccc(C(=O)n2nc(-c3ccco3)nc2NCc2cccs2)cc1OC	12%	22%

# Additional structures follow.
Structure	UDG counterscr	AID inhibitor
C/C(=N\NC(=O)C1CCCCC1)c1ccc(C)s1	3%	-3%
Cc1ccccc1CCNC(=O)c1cccc2ncccc12	1%	5%
Fc1ccc(Nc2c3c(nc4nncn24)CCC3)cc1	-4%	-13%
Cc1cccc(C(=O)Nc2ccc(-c3nc4ccccc4s3)c(C)c2)c1	10%&5%	5%&0%
Cc1cc(C)n(-c2nc3ccccc3nc2Nc2cccc(Cl)c2)n1	-5%	4%
Cc1ccc(-n2ccnc(NCc3ccccc3)c2=O)cc1C	-16%	-23%
COc1ccc(CCNC(=O)c2ccc(Nc3nc4ccccc4n4nnnc34)cc2)cc1OC	-7%	-7%
Oc1ccc(NCc2ccccc2OCc2ccc(Cl)cc2)cc1	-11%	32µM*

# Next part
Structure	UDG counterscr	AID inhibitor
Cc1cccc(NC2=C(C(N)=O)S(=O)(=O)c3ccccc32)c1	-6%	2%
Cc1ccc(OCC(=O)Nc2ccc(Cl)c(-c3nc4ncccc4o3)c2)c(C)c1	-10%	?
COc1cc(CNC(=O)c2cc3n(n2)CCCN(Cc2cccc(F)c2)C3=O)cc(OC)c1OC	15%	13%
Clc1ccc(CN2CCC(CNc3ncnc4onc(-c5ccc(Cl)cc5)c34)CC2)cc1	-13%	?
Oc1ccc([S+]2CCCC2)c2ccccc12	-2%	22%
CCOC(=O)Nc1ccc(NS(=O)(=O)c2ccccc2Br)cc1	4%	9%
COc1ccc(-c2nc(CSCC(=O)N3CCN(c4ccccc4)CC3)c(C)o2)cc1	-3%	?
Fc1ccc(/C=N/Nc2cccc(Cl)c2)cc1F	-13%	-7%

# (further entries)
Structure	UDG counterscr	AID inhibitor
Cc1ccc2c(COC(=O)c3cccs3)cc(=O)oc2c1	6%	-1%
CCN(CC)c1ccc2cc(-c3nc(-c4ccccc4)no3)c(=O)oc2c1	-2%	-7%
CCc1cnc2c(c1SCC(=O)c1ccc(OC)cc1)c(=O)n(C)c(=O)n2C	-4%	?
CN(CC(=O)NC1CC1)C(=O)CSc1nnc(-c2ccc(Cl)cc2)n1C	2%	1%
Cc1oc(-c2nc(C#N)c(NCc3ccccc3)o2)cc1S(=O)(=O)N(C)C	5%	-2%
Cc1cc(C)c(C)c(S(=O)(=O)Nc2ccc(N)c([N+](=O)[O-])c2)c1C	1%	33%[activator]
CCc1cccc(C)c1NC(=O)C(C)Sc1nc2c(c(=O)[nH]1)CCCC2 (centres undefined)	?	63%[activator]
CCOC(=O)c1cc2cc(NC(=O)C3CC(=O)Nc4ccccc43)ccc2s1 (centres undefined)	7%	22%

# AID inhibitor, what is marked active above
mol | AID inhibitor
Oc1ccc(NCc2ccccc2OCc2ccc(Cl)cc2)cc1 | 32µM*

# Remaining list, next part.
Structure	UDG counterscr	AID inhibitor
Cn1ccnc1C(O)(CC(=O)Nc1ccc(F)cc1)C(F)(F)F (centres undefined)	-4%	-3%
Cc1ccc(CC(=O)N(CC#N)C2CC2)s1	-2%	13%
O=C(O)CCn1c(=O)cc(C(F)(F)F)c2cn(C3CCCC3)nc21	8%	-4%
COc1cccc2sc(N3CCN(C(=O)CS(=O)(=O)c4ccc(Cl)cc4)CC3)nc12	4%	-26%
CCCn1nc(C(=O)OCC(N)=O)c2ccccc2c1=O	3%	-1%
CCOc1ccccc1CNc1ccc2cc(S(=O)(=O)N3CCC(C)CC3)ccc2n1	-14%[57.5 µM]	?
CC(C)NS(=O)(=O)c1ccc2nc(NC(=O)c3cncc(Br)c3)sc2c1	5%	4%
Brc1ccccc1-c1nn2c(Cn3cnc4ccccc43)nnc2s1	0%	-13%

# The results go on.
Structure	UDG counterscr	AID inhibitor
CCC(=O)N1CCc2cc(S(=O)(=O)CCC(=O)Nc3cc(Cl)ccc3OC)ccc21	-4%	-15%
Cc1cc(C)c2c(-n3cccc3)c(C(=O)NCCCN3CCCCC3)sc2n1	0%	2%
Cc1nn(CC(=O)N2CCN(c3ccccc3)CC2)c(=O)c2cccn12	14%	-2%
COc1ccc(CN(C)c2ccc(-c3nc(C)no3)cc2[N+](=O)[O-])cc1	-3%	-25%
CCN1CCN(c2oc(COc3ccc(F)cc3)nc2C#N)CC1	3%	1%
COc1ccc2cnn(CC(=O)Nc3ccc(Cl)cc3Cl)c(=O)c2c1OC	3%	-5%
CC(O)c1cccc(Oc2ncnc3sc(-c4ccccc4)cc23)c1 (centres undefined)	14%	6%
COc1cc(CN(C(=O)COc2ccc(Br)cc2)c2ccccn2)cc(OC)c1OC	-24%	2%

# Next compounds.
Structure	UDG counterscr	AID inhibitor
O=C(Nc1ccc(F)c(Cl)c1)C1CCN(C(=O)c2ccc(F)cc2)CC1	-3%	1%
CC(C(=O)Nc1cc(Cl)cc(Cl)c1)N1CCN(c2ccc(O)cc2)CC1 (centres undefined)	-4%	-4%
Cc1ccccc1OCC(=O)Nc1sc2c(c1C(=O)OC(C)C)CCCC2	-8%[57.5 µM]	-3%[57.5 µM]
CCCN1CCN(CC2=C(C(=O)OCC)C(c3ccc(Cl)cc3)NC(=O)N2)CC1 (centres undefined)	-6%	3%
CCOC(=O)c1c(C)[nH]c(CCC(=O)Nc2cc(C)cc(C)c2)c1C	-7%[57.5 µM]	6%
Cc1ccc(COc2ccc3ccccc3c2CNCC(O)c2ccccc2)cc1 (centres undefined)	-1%	-11%
Cc1ccc(C)c(Nc2nc3c(S(=O)(=O)c4ccc(C(C)C)cc4)nnn3c3ccsc23)c1	-4%	1%
CCOC(=O)N1CCN(C(=O)c2cc3occc3n2Cc2ccccc2Cl)CC1	-14%	-22%

# (listing goes on)
Structure	UDG counterscr	AID inhibitor
CCc1ccc(NS(=O)(=O)c2ccc3[nH]cc(C(=O)N4CCCCCC4)c(=O)c3c2)cc1	3%[57.5 µM]	4%
CCOc1cc(C(=O)Nc2ccc(-c3nnc4n3CCCCC4)cc2)cc(OCC)c1OCC	6%	-9%
Cc1ccc(C(C)C)c(OC(C)C(=O)NCC2(N(C)C)CCCCC2)c1 (centres undefined)	-7%	-13%
COc1ccc(NC(=O)c2nnn(Cc3nc(-c4cc(OC)c(OC)c(OC)c4)oc3C)c2C)cc1Cl	-9%	3%
Cc1ccc(CSC2=Nc3ccccc3C3=NC(CC(=O)NC4CCCCC4)C(=O)N23)c(C)c1 (centres undefined)	10%	-14%
CC(C)c1ccc(OCC(=O)Nc2c(C(=O)c3ccc(F)cc3)oc3ccccc23)cc1	-8%[57.5 µM]	14%
O=C(NCCCN1CCN(c2ccccc2F)CC1)C1COc2ccccc2C1 (centres undefined)	-1%	8%
CCCCCCCc1ccc(-c2ccc(OC(F)(F)F)cc2)nc1	6%	-2%

# (more compounds)
Structure	UDG counterscr	AID inhibitor
CCc1cc(=O)oc2cc(OCC(=O)NCCCN3CCCC3=O)c(Cl)cc12	1%	-5%
CC(C)(C)C(=O)Nc1ccc2c(c1)CCC2	-5%	-6%
Clc1ccc(N2CCN(Cc3cc4ccccn4n3)CC2)cc1	-5%	-7%
O=C(O)c1ccc(OCC2CCCCC2)cc1	1%	0%
COc1ccc(CC(=O)NCC(c2cccs2)S(=O)(=O)c2ccc(F)cc2)cc1 (centres undefined)	-21%	-1%
Cc1c(Cl)cccc1NC(=O)CCC(=O)c1cccs1	3%	-4%
COC(=O)c1[nH]c2ccccc2c1NC(=O)c1c(F)cccc1F	4%	-1%
Cc1cc(C(=O)Cn2c(Cl)nc3c2c(=O)n(C)c(=O)n3C)c(C)n1C	-7%	-6%

# (continued)
Structure	UDG counterscr	AID inhibitor
O=C(c1ccccc1)c1ccccc1NC(=O)c1ccccc1C(=O)O	5%	-1%
COc1cccc(NC(=O)C2CCN(S(=O)(=O)c3cccc4nonc34)CC2)c1	2%	14%
CCc1nnc(SCc2cccc(Cl)c2)c2cc3sccc3n12	-12%	-18%
CN(CC(=O)NC(=O)NC1CCCC1)Cc1ccc(C(=O)NCC(F)(F)F)cc1	14%	1%
Cc1ccccc1OCCN1C(=O)C(=O)c2cccc(C)c21	0%	-17%
Cc1ccc2[nH]c(CSc3nnc(NC(=O)c4ccc(Cl)cc4)s3)cc(=O)c2c1	-4%[57.5 µM]	-5%
O=C(NCCSCc1cccs1)C1CCCC1	1%	-1%
CCc1cc(C(=O)NC(C)c2ccccc2)sc1C (centres undefined)	9%	0%

# Quoted at random: 4 compounds from above
Structure	UDG counterscr	AID inhibitor
CCc1nnc(SCc2cccc(Cl)c2)c2cc3sccc3n12	-12%	-18%
CN(CC(=O)NC(=O)NC1CCCC1)Cc1ccc(C(=O)NCC(F)(F)F)cc1	14%	1%
O=C(NCCSCc1cccs1)C1CCCC1	1%	-1%
CCc1cc(C(=O)NC(C)c2ccccc2)sc1C (centres undefined)	9%	0%

# Carrying on:
Structure	UDG counterscr	AID inhibitor
Cc1ccc(CN2CCSc3ccc(C(=O)NCC(C)c4ccccc4)cc32)cc1 (centres undefined)	12%	8%
O=C(O)CCSc1sc(=S)sc1SCCC(=O)O	-28%	91%[activator]
Cc1nc(Oc2ccccc2)c2c3c(sc2n1)CCCC3	?	-19%
CC(C)NC(=O)C1CCN(C(=O)c2cc(-c3ccccc3)nc3ccccc23)CC1	-2%	-2%
CC(/C=N/NC(=O)C1CC1c1ccc(C(C)(C)C)cc1)c1ccccc1 (centres undefined)	-7%	-5%
Cc1ccc(CN2CC(C(=O)N(C)CC(=O)Nc3ccc(Br)cc3C)CC2=O)cc1 (centres undefined)	-2%	-5%
COc1cc(NC(=O)c2nc(-c3ccc(Cl)cc3)n3c2CCCCC3)cc(OC)c1OC	-4%[57.5 µM]	14%[57.5 µM]
COc1ccc(N(C)C(=O)CCn2cnc3onc(-c4ccc(F)cc4)c3c2=O)c(OC)c1	11%	-24%
COCCCNC(=O)CSc1nc(-c2ccccc2)[nH]c1-c1ccc(C)cc1	-5%	1%
CCCCN1CCc2nc(N3CCN(C)CC3)ncc2C1	2%	311%[activator]

# Assay outcomes deposited in PubChem BioAssay by National Center for Advancing Translational Sciences (NCATS).

# The list is partial; count on the stated rates, not on these rows.
